High-throughput results: PubChem, several laboratories
TLR4-MyD88 BLA – inhibitors of human TLR4-MyD88 binding; 200,000 tested, 0.18% active; HeLa CL3-4 TLR4/MyD88 BLA complementation, FRET ratio; inhibition, % at 8.4 µM; O00206+Q99836; AID 861; in the data active means inhibition above about 25%;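 further: 0% = vehicle and 100% = reference inhibitor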
Redox H2O2 prof – compounds producing H2O2 with reducing agent – biochemical, NIH compound library profiling, artefact control for MLSCN library redox annotation, primary screen. DTT-dependent redox cycling H2O2, phenol red/HRP absorbance; 100% = 100 µM peroxide control, 0% = buffer. activation, % at 10 µM. 200,000 tested, 0.03% active;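 active means activation of at least 50% relative to the plate's high and low controls in the primary single-dose screen; inactive means activation below 50%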;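 further: compound incubated with DTT at 0.8 mM final as the reducing agent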
Diaph inh CS – inhibits diaphorase or chemically oxidizes, flagging diaphorase assay artifacts; diaphorase resazurin-to-resorufin fluorescence, NADH, 16 min; bacterial (C. kluyveri) enzyme, not human; inhibition, % at 20 µM; 190,000 tested, 0.69% active; AID 1217;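 active means primary screen inhibition at 20 µM above a set limit, cut at about 50% in these data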;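 further: plate controls were DMSO with full reaction for no effect and wells lacking NADH for full effect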
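Assay system: diaphorase enzyme from Clostridium kluyveri; Input: enzyme working solution with 0.14 U/mL diaphorase; Timing: 16 min at room temperature; Technique: resorufin fluorescence, excitation 544 nm, emission 590 nm; Benchmarks: positive control minus NADH, DMSO neutral control.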
G6PDH CS – L. mesenteroides G6PDH inhibition counter-screen; Purified L. mesenteroides G6PDH, diaphorase/resazurin coupled fluorescence, 45 min; inhibition, % at 5 µM; 200,000 tested, 0.12% active; AID 1020
PMI activator – phosphomannose isomerase (human) activation. P34949. purified human PMI, coupled resazurin fluorescence, 20 min; hits give high values; 1 = vehicle control, 0 substrate-free wells. activation factor at 20 µM. 190,000 tested, 0.005% active;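 active means activation factor of 2 or more at 20 µM, relative to plate controls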
Target sequence (P34949 whole entry, looked up): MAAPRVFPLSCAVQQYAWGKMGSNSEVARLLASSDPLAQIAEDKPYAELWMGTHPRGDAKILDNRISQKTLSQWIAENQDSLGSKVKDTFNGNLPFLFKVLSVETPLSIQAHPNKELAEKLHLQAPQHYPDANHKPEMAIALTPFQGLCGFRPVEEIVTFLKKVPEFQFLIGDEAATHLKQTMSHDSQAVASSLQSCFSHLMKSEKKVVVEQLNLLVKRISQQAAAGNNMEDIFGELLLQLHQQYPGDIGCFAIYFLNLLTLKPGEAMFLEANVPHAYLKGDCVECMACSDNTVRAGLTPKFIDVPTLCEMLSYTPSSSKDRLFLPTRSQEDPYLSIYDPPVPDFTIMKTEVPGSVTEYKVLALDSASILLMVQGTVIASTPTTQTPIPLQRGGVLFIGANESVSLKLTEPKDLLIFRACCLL
PMI act hi M6P – activators of human phosphomannose isomerase at near-saturating mannose 6-phosphate. 190,000 tested, 0.34% active. coupled PMI enzyme assay, resazurin fluorescence, 20 min; hits give high values; 1 = untreated enzyme, 0 = substrate-free blank. activation factor at 20 µM. AID 1216;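 active means activation factor of 2 or more at 20 µM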
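Material: human phosphomannose isomerase with PGI, G6PDH, diaphorase coupling enzymes; amount: PMI at 15 ng/mL final; also added: Mannose-6-phosphate 1.0 mM (near-saturating) plus 0.22 mM NADP+; incubation: enzyme reaction with compound 20 min at room temperature; signal: resorufin fluorescence (Ex 544/Em 590 nm) from resazurin via diaphorase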
Hsp70 act – switches on Hsp70 transcription; HeLa Hsp70 promoter luciferase reporter, luminescence; scaled: vehicle 0, proteasome-inhibitor control 100%; activation, % at 10 µM; 200,000 tested, 0.04% active; AID 1203;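 active means activation above the mean across all tested compounds plus 3 SD, cutoff set per campaign, cut at about 5.5% in these data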;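 further: 100% = MG132 at 30 µM as the positive control and 0% = DMSO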
Diaphorase act – activates diaphorase or chemically reduces, flagging diaphorase assay artifacts. Diaphorase/resazurin coupled assay, resorufin fluorescence, 16 min; hits give high values; 1 = vehicle wells, 0 = NADH-free wells. activation factor at 20 µM. 190,000 tested, 0.005% active;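 active means diaphorase activity raised at least twofold by the compound at 20 µM; inactive means activation factor below 2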
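Material: purified diaphorase enzyme from Clostridium kluyveri; Also added: 0.114 mM NADH and 0.1 mM resazurin, final amounts; Doses: single compound dose of 20 µM, 1% DMSO final; Times: 16 min enzyme reaction, ambient temperature; Detection: resorufin fluorescence, excitation 544 nm, emission 590 nm; Measure: increased resorufin signal from activators or reducing compounds.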
S1P3 antag – S1P3 (human) receptor antagonism; Q99500; CHO S1P3 NFAT-BLA reporter, FRET fluorescence, antagonist mode; inhibition, % at 4.98 µM; 170,000 tested, 0.27% active; AID 485;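 active means inhibition above the plate cutoff, the mean inhibition of test wells on that plate plus 3 SD, cut at about 28% in these data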;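 further: cells challenged with S1P at its EC80 of 0.8 µM; blue over green emission ratio from cleaved BLA substrate after 4 h stimulation; 0% = S1P-stimulated wells and 100% = unstimulated DMSO-only wells; some compounds past the cut are filed as inactive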
Target sequence (Q99500 whole entry, looked up): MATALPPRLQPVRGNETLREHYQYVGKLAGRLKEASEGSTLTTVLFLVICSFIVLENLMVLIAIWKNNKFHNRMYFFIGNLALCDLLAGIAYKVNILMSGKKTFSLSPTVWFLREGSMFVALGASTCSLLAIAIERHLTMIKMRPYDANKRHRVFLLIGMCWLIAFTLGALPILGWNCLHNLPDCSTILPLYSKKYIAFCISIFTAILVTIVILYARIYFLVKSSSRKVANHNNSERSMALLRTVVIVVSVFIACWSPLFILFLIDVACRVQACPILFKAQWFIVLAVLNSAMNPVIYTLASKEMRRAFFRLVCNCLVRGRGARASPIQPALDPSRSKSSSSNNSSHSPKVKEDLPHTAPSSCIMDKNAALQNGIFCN
Lmaj promast – inhibitors of Leishmania major promastigote growth. Leishmania major promastigotes, resazurin fluorescence viability. inhibition, % at 10 µM. 200,000 tested, 9% active;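 further: promastigotes grown with compound for 44 hours at 28 °C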
RAM inhibit – blocks the yeast RAM network; S. cerevisiae dse1pr::URA3 reporter, 5-FOA growth OD615, 2 d; analog-sensitive cbk1-as2 kinase mutant strain; inhibition, % at 50 µM; 190,000 tested, 1.8% active; AID 868;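 active means inhibition above a set limit, 3 SD over mean compound inhibition, cut at about 8.4% in these data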;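 further: 0% = DMSO-only wells with no growth and 100% = 10 µM 1-NA-PP1 full growth; inhibition rescues growth on 5-FOA so higher OD means more RAM inhibition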
An asterisk follows results filed as active; · = not tested or not shown. Unless noted, no stated cut-off is given here; in the data, active means inhibition above about 50%; inactive means the rest. Not a hit list (roughly 12% active in at least one column).

structure,TLR4-MyD88 BLA,Redox H2O2 prof,Diaph inh CS,G6PDH CS,PMI activator,PMI act hi M6P,Hsp70 act,Diaphorase act,S1P3 antag,Lmaj promast,RAM inhibit
COc1cc(OC)cc(-c2nc3cc(C)ccc3o2)c1,3.4,-0.2,10.2,-4.4,0.9,0.9,0.1,0.9,19.3,-2.6,6.7
CCc1ccccc1NC1=NCC(=O)N1C1CCCC1,9.9,0.3,3.3,9.9,1.1,1.2,-0.2,1,-24.6,7.0,0.8
Cc1cc(C(=O)OCC(=O)N2CCCC2)c2ccccc2n1,0.2,0.1,14.8,2.2,1,1,0.0,0.9,·,5.4,-0.3
Cc1cc(Cl)c(OCCCCNC(C)(C)C)c(Br)c1,1.8,0.1,11.1,2.5,1.1,1.1,-0.5,0.9,0.3,97.7*,-0.4
CCSc1nnc2ccc(-c3cccs3)nn12,-9.7,-1.2,3.6,1.4,1.1,1,0.0,1,8.8,2.2,-0.7
O=C(Nc1ccc(F)cc1)N1CCN(C/C=C/c2ccccc2)CC1,-3.5,1.5,14.3,6.2,0.9,0.9,0.1,0.9,7.0,29.2,-0.5
COC(=O)C1CCN(C(=O)c2sc3nc(-c4ccccc4)cn3c2C)CC1,3.1,0.0,2.7,2.2,1.1,1,0.1,1,-8.2,0.7,-0.2
Cc1ccc(OCCCCN2CCCCC2)c(Br)c1,-1.7,-0.2,13.3,3.6,1,1,-0.3,0.9,4.0,97.8*,1.9
Cc1nc2ccccc2c2nc3ccccc3n12,-5.6,0.1,9.8,2.8,1,1,-0.2,0.9,·,0.6,2.3
CC(C)c1ccc(/C=N/NC(=O)c2c(Cl)cnn2C)cc1,3.5,0.0,7.1,-0.3,1,0.9,-0.1,0.9,-2.3,0.3,1.6
CCCC(=O)Nc1nc2nc(C)cc(=O)n2[nH]1,-3.0,0.1,6.1,-4.4,0.9,1,-0.2,0.9,·,-2.9,1.7
Cc1ccc(OCC(=O)Nc2cccc3nsnc23)c(C)c1,-5.9,-1.0,0.0,11.1,1.1,1,-0.1,1,·,-1.4,7.0
CC1CN(Cc2ccccc2)c2nc3c(c(=O)n(C)c(=O)n3C)n2C1 (stereo unspecified),1.3,-4.5,1.0,3.6,1,1,-0.2,1,·,7.1,-0.1
Cc1cccc(C(=O)O)c1NC(=O)c1ccc(F)cc1,-8.8,3.5,-3.0,1.8,1.2,1.2,-0.1,1,3.4,-8.0,0.5
Cc1cnc(NC(=O)C2CCCO2)s1 (stereo unspecified),6.7,1.3,7.3,1.8,0.9,1,-0.3,0.9,9.7,5.6,-0.5
Cc1cc(NC(=O)CSc2nnc(-c3c[nH]c4ccccc34)n2-c2ccc(F)cc2)no1,3.7,0.9,0.9,7.4,1,1,-0.1,1,-17.9,-7.1,4.5
CCc1cccc(NC(=S)N2CCC(c3ccccc3)C2)c1 (stereo unspecified),6.1,0.8,9.2,1.2,0.8,0.9,-0.1,0.9,20.2,6.3,1.1
Cc1noc(C)c1C(=O)N1CCCC(C(=O)c2ccc(Cl)cc2)C1 (stereo unspecified),-9.8,0.8,8.5,12.3,0.9,0.9,0.2,0.9,-12.7,-5.2,0.9
O=C(Nc1nc(-c2ccco2)c(-c2ccco2)s1)C1CCC1,-17.6,-0.2,40.9,-10.5,1,0.8,-0.4,0.6,5.3,85.6*,1.2
CN(C)c1cccc(C(=O)OCC(=O)NCc2ccco2)c1,0.3,-3.3,-1.1,6.0,1.1,1.2,-0.5,1,-4.0,-5.4,1.8
OC(CNCCC(c1ccccc1)c1ccccc1)COc1ccccc1 (stereo unspecified),-4.7,-1.6,-4.6,-6.3,1,1,-0.3,1,-6.4,42.8,-0.9
O=C(c1sc2cc(F)ccc2c1Cl)N1CCN(c2ccccc2)CC1,-4.5,-0.8,11.3,8.4,0.9,0.9,-0.3,0.9,-17.2,-2.2,3.8
COc1ccc(C2C3=C(CCCC3=O)Nc3nc(-c4cc(OC)c(OC)c(OC)c4)nn32)cc1OC (stereo unspecified),-1.4,1.6,5.7,-12.0,0.8,0.8,0.1,0.9,2.9,4.6,1.4
CN1CCC(OC(=O)COc2ccc(C(C)(C)C)cc2)CC1,8.4,-0.2,13.7,4.0,1.1,1,-0.2,0.9,-26.9,18.2,0.2
CCC(C(=O)OC)n1cnc2c(nnn2-c2cccc(Cl)c2)c1=O (stereo unspecified),2.8,-0.8,5.4,13.6,1,1,-0.1,0.9,-31.1,-9.2,-0.9
CC1Cc2ccccc2N1CC(=O)Nc1ccc(N2CCOCC2)cc1 (stereo unspecified),5.4,-0.6,5.4,3.3,1,0.9,-0.2,0.9,-19.4,2.8,-0.2
COc1ccc(N(Cc2cc3cccc(C)c3[nH]c2=O)S(C)(=O)=O)cc1,14.0,0.1,15.6,0.1,0.9,0.9,-0.5,0.8,·,1.4,3.2
CCCn1c(SCC(=O)N2c3ccccc3Sc3ccccc32)nc2ccccc21,10.2,1.6,19.1,-16.7,0.8,0.9,-0.3,0.8,3.0,2.8,6.5
Cc1cc(C)cc(NC(=O)CCN2CCCC2)c1,3.4,-0.3,5.3,-1.8,1,1,-0.5,0.9,2.1,-3.6,-1.0
CCCC(=O)NC(=S)Nc1cccc(NC(=O)c2ccccc2Cl)c1,-4.5,-0.5,0.0,-10.3,0.9,1,-0.2,1,-3.0,36.3,1.9
COc1cc(OC)cc(C(=O)NCC(=O)OCC(=O)NC(C)(C)C)c1,1.4,0.9,9.1,2.2,0.6,1,0.1,0.9,-18.1,-2.6,1.1
COc1ccccc1NS(=O)(=O)c1cccc(NC(=O)c2sc3ccccc3c2Cl)c1,-18.6,-0.2,10.5,11.0,0.9,0.9,-0.3,0.9,8.2,95.4*,3.7

Three compounds out of the list, sorted by number of heavy atoms, falling.
structure,TLR4-MyD88 BLA,Redox H2O2 prof,Diaph inh CS,G6PDH CS,PMI activator,PMI act hi M6P,Hsp70 act,Diaphorase act,S1P3 antag,Lmaj promast,RAM inhibit
CC1Cc2ccccc2N1CC(=O)Nc1ccc(N2CCOCC2)cc1 (stereo unspecified),5.4,-0.6,5.4,3.3,1,0.9,-0.2,0.9,-19.4,2.8,-0.2
CCCC(=O)NC(=S)Nc1cccc(NC(=O)c2ccccc2Cl)c1,-4.5,-0.5,0.0,-10.3,0.9,1,-0.2,1,-3.0,36.3,1.9
CCC(C(=O)OC)n1cnc2c(nnn2-c2cccc(Cl)c2)c1=O (stereo unspecified),2.8,-0.8,5.4,13.6,1,1,-0.1,0.9,-31.1,-9.2,-0.9

The listing continues.
structure,TLR4-MyD88 BLA,Redox H2O2 prof,Diaph inh CS,G6PDH CS,PMI activator,PMI act hi M6P,Hsp70 act,Diaphorase act,S1P3 antag,Lmaj promast,RAM inhibit
COc1ccccc1N1C(=O)C2C(c3ccccc3F)NN(C(=O)c3ccc(C)cc3)C2C1=O (stereo unspecified),4.9,0.2,12.6,22.3,0.9,0.9,0.2,0.9,3.6,-5.4,2.3
O=C(Nc1ccc(C(=O)N2CCOCC2)cc1)c1cc(-c2cccnc2)nc2ccc(Cl)cc12,7.8,1.6,6.3,13.4,0.9,1,-0.4,0.9,3.6,10.9,2.5
O=[N+]([O-])c1cccc(-c2cn3ccccc3n2)c1,0.6,-0.2,15.5,7.0,1,0.9,-0.2,0.8,11.9,10.9,-0.2
O=C(NCc1ccco1)Nc1ccccc1Cl,6.4,2.4,9.2,-5.3,0.9,0.9,-0.2,0.9,-7.5,1.1,2.1
COc1ccc(NC(C)=O)c2nc(C)c(C)nc12,-11.6,-3.3,-3.8,2.9,1,1,-0.4,1,-35.2,3.7,0.9
COc1ccc(S(=O)(=O)NCC(c2cccnc2)N2CCN(C)CC2)cc1C (stereo unspecified),2.3,0.0,-4.5,1.7,1,1,-0.3,1,-30.0,0.4,2.5
CC(C(=O)Nc1cccnc1)N1C(=O)c2ccccc2C1=O (stereo unspecified),10.5,-0.4,10.6,-2.2,1,1,-0.1,0.9,-23.9,-6.2,1.0
COc1ccc(-c2cnnn2-c2ccc(N)cc2)cc1OC,-2.5,0.8,1.7,4.6,1.1,1,-0.2,1,15.5,1.6,0.3
COc1ccc(N2C(=O)CSC(c3ccccc3)C2=O)cc1 (stereo unspecified),5.2,-0.6,-4.8,17.1,1,1,0.1,1,-8.3,-1.8,1.2
COC(=O)c1ccc(C(=O)NC(=S)Nc2ccc3nc(SC)sc3c2)cc1,-6.6,-0.2,-5.9,1.7,1,1,-0.3,1.1,-2.4,-6.8,0.1
COc1ccc(N(CC(=O)NCCc2ccc(Cl)cc2)S(=O)(=O)c2c(C)[nH]c(=O)[nH]c2=O)cc1,3.7,-0.5,8.8,11.3,1,1.1,-0.1,0.9,-7.9,-0.6,3.7
N#CCCN(Cc1ccccc1)C(=S)Nc1ccccc1,-1.2,0.1,13.0,1.3,1,0.9,0.1,0.9,2.3,52.0*,1.6
